Bioassay records: PubChem, several laboratories
LYP inhibition: inhibitors of LYP phosphatase, biochemical, fluorescence intensity, uHTS (AID 1779) | recombinant LYP phosphatase, fluorescence intensity; higher % means a stronger effect | one-dose inhibition, % at 11.5 µM; IC50 in µM for titrated hits | actives 0.054% (n = 290,000); in the data active = inhibition above about 50%;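 note: plate controls were vehicle with enzyme for no effect and no enzyme for full effect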
HIV peptide binding: cell-free HIV fusion peptide-binding blockers – biochemical, uHTS, fluorescence dequenching, primary screen (AID 1986). actives 0.3% (n = 290,000). inhibition, % at 20 µM, or IC50 in µM where a hit was titrated. cell-free peptide binding, fluorescence dequenching, 30 min; higher % means a stronger effect; in the data active = inhibition mostly above about 52%, no sharp cut-off; inactive = mostly below about 76%; note: some results filed as inactive read as strong as hits
RSV antiviral HEp-2: RSV antiviral activity via CPE protection, HEp-2 cells, primary 10 µM value included (AID 2391). actives 0.13% (n = 310,000). one-dose CPE inhibition, % at 10 µM; IC50 in µM for titrated hits. HEp-2 cells, RSV-induced CPE inhibition; higher % means a stronger effect; in the data active = a potency from the dose series; inconclusive = CPE inhibition mostly from about 23% at the one dose, without a potency; inactive = the rest, 99 in 100 with CPE inhibition below about 21%; note: strong numbers were not always called active
SV40 large T antigen: TAg ATPase/helicase activity blockers – biochemical (AID 1903); SV40 large T antigen ATPase/helicase inhibition assay; higher % means a stronger effect; one-dose inhibition, % at 20 µM; IC50 in µM for titrated hits; actives 0.39% (n = 310,000); in the data active = a potency from the dose series; inconclusive = inhibition mostly from about 32% at the one dose, without a potency; inactive = the rest, 99 in 100 with inhibition below about 32%; note: strong numbers were not always called active
XIAP antagonists: small molecules displacing peptide from XIAP – biochemical, IAP family, fluorescence polarization (AID 1018) | actives 0.007% (n = 200,000) | XIAP BIR domain, fluorescence polarization peptide displacement; higher % means a stronger effect | one-dose displacement, % at 20 µM; IC50 in µM for titrated hits; in the data active = displacement above about 50%; note: a part of the inactive calls stands beside numbers as strong as those of hits
MgcRacGAP inhibition: MgcRacGAP GTPase-activating activity inhibitors, confirmation, biochemical, ADP Hunter fluorescence | MgcRacGAP-stimulated Rac1 GTP hydrolysis, ADP Hunter fluorescence; higher % means a stronger effect; GST-tagged Rac1 F28L mutant substrate | actives 0.6% (n = 340,000) | one-dose inhibition, % at 30 µM; IC50 in µM for titrated hits;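 active = first-screen hits whose inhibition reached a set limit at any dose in the follow-up dose series; inconclusive = inhibition above the set first-screen limit but never retested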;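 note: fluorescence reports GDP produced by GAP-driven GTP hydrolysis; strong numbers were not always called active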
AID2073: disruptors of CaV2.2 binding to Mint1 – biochemical, HTRF (AID 2073). HTRF protein-protein interaction, Mint1-CaV2.2; higher % means a stronger effect. inhibition, % at 20 µM, or IC50 in µM where a hit was titrated. actives 0.19% (n = 290,000); in the data active = inhibition mostly above about 51%, no sharp cut-off; inconclusive = no clear call, values can overlap the other calls; inactive = mostly below about 53%; note: some results filed as inactive read as strong as hits
Dengue-2 NS5 capping: flavivirus cap methylation enzyme inhibition – biochemical, confirmation dose response, primary screen (AID 588689); actives 0.3% (n = 340,000); Dengue-2 NS5 methyltransferase capping enzyme assay, biochemical; higher % means a stronger effect; inhibition, % at 25 µM; hits with a dose series show IC50 in µM; in the data active = a potency from the dose series; inconclusive = inhibition above about 29% without an active follow-up result
Siah-1 displacement: blockers of Siah-1 interaction with plectin peptide – biochemical, fluorescence polarization, rhodamine-plectin, uHTS, primary screen (AID 1817) | actives 0.02% (n = 290,000) | one-dose displacement, % at 20 µM; IC50 in µM for titrated hits | Siah-1 / rhodamine-plectin peptide fluorescence polarization; higher % means a stronger effect;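 active = displacement of at least 50% at 20 µM, with a fluorescence ratio check between 0.3 and a set limit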;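 note: plate controls were Siah plus tracer with DMSO for no effect and tracer alone without Siah for full effect; strong numbers were not always called active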
Dengue-2 NS5 capping pilot replicate: further read-out of Dengue-2 NS5 capping, marked with its call; inhibition, %; measured here: pilot screen replicate inhibition
An asterisk follows results filed as active; ? = inconclusive; nt = not tested or not shown.

SMILES	LYP inhibition	HIV peptide binding	RSV antiviral HEp-2	SV40 large T antigen	XIAP antagonists	MgcRacGAP inhibition	AID2073	Dengue-2 NS5 capping	Siah-1 displacement	others
COc1cccc2cc(CC(=O)c3cc(C)ccc3C)c(=O)oc12	-5%	-1.4%	14%	9%	nt	7%	6%	4%	3%
CCc1ccc2oc(C(=O)NCc3ccc(S(N)(=O)=O)cc3)c(C)c2c1	-6%	-1.1%	-0.6%	14%	-5.4%	5%	34%	4%	7%
CNCCCOc1ccc(C(C)(C)c2ccccc2)cc1	2%	0.4%	nt	-4%	-3.1%	nt	1%	nt	4%
COc1ccccc1-n1c(-c2cccnc2)n[nH]c1=S	4%	-1.9%	2.0%	11%	1.1%	2%	4%	-3%	4%
COc1ccc(NC(=O)C2CCCN(S(=O)(=O)c3c(C)[nH]c(=O)[nH]c3=O)C2)cc1Cl (configuration not stated)	1%	0.7%	-0.4%	8%	-4.9%	-1%	3%	0%	2%
COc1cc2c(cc1NC(=O)C1CCCO1)oc1ccccc12 (configuration not stated)	1%	2.6%	4.7%	4%	-0.1%	13%	-8%	-2%	0%
COc1cc(/C=N/NC(=O)c2ccccn2)ccc1OC(=O)c1cccs1	-2%	-0.8%	-0.3%	6%	nt	8%	-2%	-3%	10%
Cc1ccc(C(C)C)cc1C(=O)CC1(O)C(=O)N(C)c2ccccc21 (configuration not stated)	-7%	-2.6%	0.0%	-14%	-0.8%	3%	8%	-12%	2%
Cc1cc(F)ccc1S(=O)(=O)N1CCCOC1CNC(=O)C(=O)NCCc1c[nH]c2ccccc12 (configuration not stated)	0%	-1.5%	6.2%	5%	1.0%	5%	-4%	-6%	7%
O=C1NC2(CCCCC2)C(=O)N1c1ccccc1	-5%	1.1%	-0.6%	4%	-9.5%	7%	7%	-2%	2%
CCOC(=O)c1cc(-c2ccc(OC)cc2)nc2c1c(C)nn2CCC(N)=S	4%	-0.2%	0.0%	6%	-6.5%	16%	24%	-4%	-7%
COCC(=O)Nc1ccc(S(=O)(=O)Nc2nccs2)cc1	-11%	3.2%	-0.3%	6%	nt	10%	-2%	6%	4%
CC(=O)Oc1cccc(Nc2ncnc3ccccc23)c1	-6%	-2.1%	0.1%	5%	nt	11%	11%	-14%	-2%
COc1ccc(/C=N/NC(=O)c2nn(-c3ccc(Cl)cc3)c(=O)c3c(N)scc23)cc1	-1%	16%	-1.1%	24%	-3.6%	13%	31%	66%	-4%	Dengue-2 NS5 capping pilot replicate=10
Cc1ccccc1NC(=O)Cc1nnc(SCC(=O)NC2=NCCS2)n1C	-5%	-1.4%	1.9%	2%	nt	4%	-2%	-3%	-6%
OCCC1CN(C2CCC2)CCN1Cc1ccc(F)c(F)c1 (configuration not stated)	-10%	1.5%	0.9%	25%	nt	0%	7%	-18%	4%
Cc1cc(C)nc(/N=C(\N)Nc2cc([N+](=O)[O-])ccc2C)n1	-7%	2.1%	1.8%	4%	-1.7%	5%	-10%	-11%	5%
O=C(C1=C[C@H](C2CC2)C[C@H](OCCCCO)O1)N1CCN(Cc2ccccc2)CC1	-3%	0.4%	0.4%	13%	-4.4%	5%	-14%	3%	-3%
O=C(CSc1nnc(CNC(=O)c2ccccc2F)o1)NCC1CCCO1 (configuration not stated)	-10%	-2.9%	0.1%	2%	-1.3%	0%	-4%	-11%	-8%
COc1cccc(-n2cc(CNC(=O)C3CCC(=O)N(C4CC4)C3)cn2)c1 (configuration not stated)	-3%	-1.0%	5.5%	12%	nt	11%	0%	-10%	0%
COc1ccc(CNC(=O)CCc2nnc3ccc(N4CCC5(CC4)OCCO5)nn23)cc1	-10%	0.9%	0.2%	2%	nt	10%	8%	-5%	1%
O=C(NC1CCCCCC1)C1c2ccccc2C(=O)N1Cc1cccs1 (configuration not stated)	-4%	-2.4%	0.4%	4%	-1.8%	8%	0%	-2%	10%
Cc1[nH]c2ccccc2c1/C=N/Nc1nc2ccccc2[nH]1	-2%	-4.7%	?	16%	nt	nt	-37%	nt	-19%
Brc1ccc(C2=CC(c3ccco3)n3nnnc3N2)cc1 (configuration not stated)	-6%	-0.3%	3.5%	16%	nt	11%	-2%	3%	7%
Cc1ccc([C@@H]2[C@@H]3C(=O)N(c4ccccc4)C(=O)[C@@H]3[C@]3(Cc4ccccc4)C(=O)N(CC4CC4)CC(=O)N23)o1	-9%	0.8%	0.6%	19%	nt	7%	11%	-10%	0%
CCOc1cc(N2CCOCC2)c(OCC)cc1NC(=O)CN1C(=O)NC(CC(C)C)C1=O (configuration not stated)	2%	-1.7%	-2.4%	7%	-11%	6%	-9%	-7%	2%
O=C(O)C1CC=CCC1C(=O)Nc1ccccc1C(=O)N1CCN(c2ccccc2)CC1 (configuration not stated)	-12%	-0.7%	0.8%	3%	-3.6%	3%	27%	nt	0%
CCN1CSC(=S)N(Cc2ccccc2)C1	0%	-2.0%	-1.2%	9%	nt	12%	-3%	-7%	-1%
Cc1ccc(C(CNC(=O)C(=O)Nc2ccc3c(c2)OCCO3)N2CCN(C)CC2)cc1 (configuration not stated)	nt	nt	-0.6%	15%	nt	4%	nt	-7%	nt
COc1cc(NC(=O)c2cccnc2)c(Cl)cc1NC(=O)c1ccc(Cl)cc1	-7%	4.2%	1.0%	12%	nt	6%	19%	-2%	1%

Continued; it opens with the two that closed the last part.
SMILES	LYP inhibition	HIV peptide binding	RSV antiviral HEp-2	SV40 large T antigen	XIAP antagonists	MgcRacGAP inhibition	AID2073	Dengue-2 NS5 capping	Siah-1 displacement	others
Cc1ccc(C(CNC(=O)C(=O)Nc2ccc3c(c2)OCCO3)N2CCN(C)CC2)cc1 (configuration not stated)	nt	nt	-0.6%	15%	nt	4%	nt	-7%	nt
COc1cc(NC(=O)c2cccnc2)c(Cl)cc1NC(=O)c1ccc(Cl)cc1	-7%	4.2%	1.0%	12%	nt	6%	19%	-2%	1%
Cc1cc(NC(=O)c2ccco2)ncc1NC(=O)Cc1ccccc1	-5%	0.8%	1.3%	6%	-0.4%	4%	-2%	-4%	7%
CC(=O)Nc1ccc(N/C=C2/CCCC2=O)cc1	-4%	-0.6%	6.0%	16%	nt	15%	25%	-2%	0%
c1ccc2[nH]c(CN3CCOCC3)nc2c1	-15%	-0.7%	2.0%	0%	-8.0%	4%	4%	-2%	-4%
Cc1cc(C)nc(SCC(=O)NNC(=O)c2ccccc2C)n1	-6%	-0.2%	2.0%	0%	-5.1%	6%	4%	3%	12%
CC(=O)CC(C)(C)Nc1nc2ccc([N+](=O)[O-])cc2o1	0%	0.0%	-0.1%	12%	nt	-9%	-2%	3%	0%
CCNc1nc(NCC)nc(OCCOC(=O)c2ccccc2)n1	-14%	-0.7%	1.0%	16%	0.7%	7%	-6%	2%	1%
O=c1c2cc(N3CCOCC3)ccc2[nH]c(=S)n1CCCN1CCCCC1	-4%	2.3%	-1.1%	15%	-5.2%	8%	?	-1%	7%
CC1(C)OC(=O)C(=CNc2ccccn2)C(=O)O1	4%	-1.5%	2.8%	13%	nt	nt	10%	nt	0%
COc1cccc(OC)c1OCCNCC1CSc2ccccc2O1 (configuration not stated)	nt	nt	-1.1%	10%	nt	7%	nt	-12%	nt
COC(=O)c1ccc(N2NC(=O)/C(=C/c3ccc(-c4ccc(Cl)c(C(=O)O)c4)o3)C2=O)cc1	12%	55%*	nt	37%	-1.8%	?	22%	12µM*	27%
Cc1cc(Cl)ccc1NC(=O)C1CCCN1C(=O)c1cccs1 (configuration not stated)	-4%	-1.0%	0.3%	1%	-4.3%	12%	5%	-3%	4%
COc1ccc(-c2nnc(NC(=O)c3cc(C)on3)s2)cc1	3%	3.8%	0.1%	4%	nt	2%	10%	-5%	-2%
CCN(CC(=O)Nc1ccc2c(c1)OCCO2)S(=O)(=O)c1cccs1	-16%	-1.5%	0.7%	13%	-4.0%	10%	4%	-5%	-7%
O=C1CN(CC(=O)Nc2cccc(Cl)c2Cl)c2ccccc2N1	-9%	7.1%	0.3%	21%	-6.0%	13%	2%	-39%	12%
CCCCOc1ncnc2c1[nH]c1ccccc12	-10%	-0.6%	-2.0%	14%	-3.4%	15%	-2%	-3%	-3%
CC(=O)c1ccc(N2CCN(C(=O)/C=C/c3ccc(S(=O)(=O)NCc4ccco4)cc3)CC2)cc1	8%	-0.5%	1.5%	-2%	-1.7%	11%	41%	0%	3%
CCN(CC)c1ccc(C=Nc2cccnc2Cl)c(O)c1	-6%	-1.7%	11%	4%	nt	nt	1%	10%	0%
Nc1ccc(S(=O)(=O)Nc2nccc(/C=C/c3ccc([N+](=O)[O-])cc3)n2)cc1	-10%	1.1%	0.7%	5%	nt	7%	-7%	0%	-2%
CN(CC(=O)O/N=C(\N)c1cccc([N+](=O)[O-])c1)S(=O)(=O)c1ccccc1	-5%	-4.2%	0.2%	-7%	-2.9%	3%	0%	0%	-2%
CC(=O)c1ccc(NC(=O)C(C)OC(=O)CCN=C2NS(=O)(=O)c3ccccc32)cc1 (configuration not stated)	nt	nt	-0.6%	3%	nt	0%	nt	-2%	nt
O=C(Nc1ccc(N2CCN(c3ccccc3)CC2)c(F)c1)C1CC1	-6%	1.2%	1.9%	15%	-7.4%	5%	11%	0%	11%

Filtered by structure, the entries above with a furan ring, fused or not (seven)
SMILES	LYP inhibition	HIV peptide binding	RSV antiviral HEp-2	SV40 large T antigen	XIAP antagonists	MgcRacGAP inhibition	AID2073	Dengue-2 NS5 capping	Siah-1 displacement	others
CCc1ccc2oc(C(=O)NCc3ccc(S(N)(=O)=O)cc3)c(C)c2c1	-6%	-1.1%	-0.6%	14%	-5.4%	5%	34%	4%	7%
COc1cc2c(cc1NC(=O)C1CCCO1)oc1ccccc12 (configuration not stated)	1%	2.6%	4.7%	4%	-0.1%	13%	-8%	-2%	0%
Brc1ccc(C2=CC(c3ccco3)n3nnnc3N2)cc1 (configuration not stated)	-6%	-0.3%	3.5%	16%	nt	11%	-2%	3%	7%
Cc1ccc([C@@H]2[C@@H]3C(=O)N(c4ccccc4)C(=O)[C@@H]3[C@]3(Cc4ccccc4)C(=O)N(CC4CC4)CC(=O)N23)o1	-9%	0.8%	0.6%	19%	nt	7%	11%	-10%	0%
Cc1cc(NC(=O)c2ccco2)ncc1NC(=O)Cc1ccccc1	-5%	0.8%	1.3%	6%	-0.4%	4%	-2%	-4%	7%
COC(=O)c1ccc(N2NC(=O)/C(=C/c3ccc(-c4ccc(Cl)c(C(=O)O)c4)o3)C2=O)cc1	12%	55%*	nt	37%	-1.8%	?	22%	12µM*	27%
CC(=O)c1ccc(N2CCN(C(=O)/C=C/c3ccc(S(=O)(=O)NCc4ccco4)cc3)CC2)cc1	8%	-0.5%	1.5%	-2%	-1.7%	11%	41%	0%	3%
